Compound activity as filed in PubChem BioAssay.
Plk1 PBD FP = Plk1 (human) PBD binding inhibition; inhibition, %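 (tested at about 20 µM)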; AID 693; actives 0.13% (n = 97,000); Plk1 PBD phosphopeptide binding, fluorescence polarization; in the data active means inhibition above about 34%, passing the limit was not always enough
EphB4 ephrin blk = blocks human EphB4 binding to ephrin-B2; AID 720; actives 0.15% (n = 97,000); EphB4 LBD / TNYL-RAW-Alexa532 peptide, fluorescence polarization; inhibition, % at 7 µM; P54760;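 active means inhibition above the screen-wide mean inhibition plus 3 SD, cut at about 15% in these data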;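 further: 0% = DMSO wells and 100% = excess unlabeled TNYL-RAW peptide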
PTK2B oligo ant = blocks oligomerization of human Pyk2 in cells | AID 1347419 | Q14289 | Q293 cells, Pyk2 FERM NanoBiT luminescence; stronger effect = lower value | actives 0.83% (n = 99,000) | z-score (the deposit names both 25 µM and 10 µM);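 active means Z-score of -3 or lower, scaled per plate to the spread of control and sample wells; inactive means z-score above -3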;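 further: negative z-score means lost luminescence so less FERM oligomerization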
Rev-RRE block = HIV Rev-RRE protein-RNA interaction inhibition. inhibition, % at 8 µM. AID 704. P05866. Rev peptide-RRE RNA binding, FRET. actives 0.79% (n = 97,000);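 active means inhibition above the screen-wide mean plus 3 SD, cut at about 35% in these data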;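 further: 0% = median DMSO wells and 100% = median Neomycin B control wells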
Target sequence (P05866 whole entry, looked up): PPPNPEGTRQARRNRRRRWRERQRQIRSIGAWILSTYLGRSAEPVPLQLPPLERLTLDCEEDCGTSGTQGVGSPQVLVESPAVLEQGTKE
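Test system: labelled RRE RNA duplex and labelled Rev peptide. Times: 5 min compound–RNA preincubation, then 15 min with peptide, 25 °C. Doses: single-dose 8 µM. Measured by: FRET, excitation 480 nm, emission 540 nm donor and 671 nm acceptor. Measure: % inhibition of FRET ratio versus controls.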
PTPN22 inh 2 = inhibitors of human LYP (PTPN22) phosphatase; recombinant LYP catalytic domain, DiFMUP fluorescence; inhibition, % at 2 µM; actives 0.21% (n = 96,000); AID 640;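 active means inhibition at 2 µM at or above a set limit, the screen mean plus 3 SD, cut at about 24% in these data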;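 further: 0% = DMSO with enzyme and 100% = enzyme fully blocked by orthovanadate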
Target sequence (Q9Y2R2 whole entry, looked up, the tested form may be a part): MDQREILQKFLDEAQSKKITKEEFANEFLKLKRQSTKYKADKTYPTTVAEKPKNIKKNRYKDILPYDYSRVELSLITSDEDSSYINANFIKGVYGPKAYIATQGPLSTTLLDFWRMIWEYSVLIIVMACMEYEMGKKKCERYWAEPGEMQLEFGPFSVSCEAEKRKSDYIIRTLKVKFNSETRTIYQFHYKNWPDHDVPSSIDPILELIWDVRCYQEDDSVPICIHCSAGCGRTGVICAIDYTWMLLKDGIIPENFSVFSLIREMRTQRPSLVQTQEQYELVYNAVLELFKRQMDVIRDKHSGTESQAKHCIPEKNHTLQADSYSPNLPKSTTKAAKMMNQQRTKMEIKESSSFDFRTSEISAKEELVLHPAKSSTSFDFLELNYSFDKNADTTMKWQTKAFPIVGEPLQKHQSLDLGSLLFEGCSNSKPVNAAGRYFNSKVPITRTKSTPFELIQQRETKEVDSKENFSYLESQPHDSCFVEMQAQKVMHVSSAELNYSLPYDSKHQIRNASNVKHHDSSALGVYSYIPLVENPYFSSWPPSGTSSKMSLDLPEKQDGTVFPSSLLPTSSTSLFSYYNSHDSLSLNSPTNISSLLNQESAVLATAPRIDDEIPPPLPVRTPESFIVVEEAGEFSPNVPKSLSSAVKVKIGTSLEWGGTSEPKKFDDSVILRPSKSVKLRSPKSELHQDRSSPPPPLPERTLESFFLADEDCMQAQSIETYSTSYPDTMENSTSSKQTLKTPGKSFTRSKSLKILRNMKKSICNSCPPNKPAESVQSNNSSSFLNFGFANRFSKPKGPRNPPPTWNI
F-actin modifier = cytoskeleton assembly modification. HUVEC TNFa F-actin phalloidin imaging, high content. inhibition, % at 2 µM. actives 0.18% (n = 91,000);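 active means inhibition above the batch mean plus 3 SD and confirmed as a hit by visual image inspection, cut at about 30% in these data, passing the limit was not always enough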; further: strong numbers were not always called active
PLK1 kinase inh = inhibitors of human PLK1 kinase; P53350; recombinant PLK1 kinase, TR-FRET peptide phosphorylation; inhibition, % at 10 µM; actives 0.53% (n = 97,000);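 active means inhibition of 50% or more in the single-concentration screen; inactive means inhibition below 50%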;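 further: 0% = DMSO max control and 100% = H-89 dihydrochloride min control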
PTPN22 act = increases human PTPN22 phosphatase activity; actives 0.11% (n = 96,000); recombinant LYP, DiFMUP fluorescence; 0 = plate median, 100 = signal doubled; activation, % at 2 µM; Q9Y2R2;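 active means activation at 2 µM above a set limit, the mean plus 5 SD, cut at about 37% in these data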
FAK inh = blocks human focal adhesion kinase activity; biochemical FAK kinase activity assay; inhibition, %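 (tested at 7 µM)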; actives 0.84% (n = 97,000); AID 727; in the data active means inhibition above about 19%;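 further: 0% = DMSO and 100% = reference compound high control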
* hit, by the source's call; nt = not tested or not shown; [ ] = dose if it differs, or a comment. No enrichment for hits; about 3.5% have a hit in one of these screens.

SMILES	Plk1 PBD FP	EphB4 ephrin blk	PTK2B oligo ant	Rev-RRE block	PTPN22 inh 2	F-actin modifier	PLK1 kinase inh	PTPN22 act	FAK inh
Cc1ccc(-c2nnc3c4ccccc4c(C)nn23)cc1S(=O)(=O)N1CCN(CCO)CC1	6	-6	0.08	1	3	13	-7	-4	0
CCN(CCNC(=O)CCCn1nc(C)n2c(cc3sccc32)c1=O)c1ccccc1	10	-5	nt	-3	-4	-2	-1	1	2
Cn1c(CN2CCOCC2)c(C#N)c2ccccc21	-3	5	0.61	11	-4	-17	-12	2	3
CCCn1c(NCc2ccc(N(C)C)cc2)nc2ccccc21	-22	3	nt	0	2	-11	-1	-5	-3
CCCCc1nc(N)c(C#N)c(-c2ccco2)c1CCC	-3	4	-1.9	12	5	12	-11	-6	3
CCCCN(C)C(=O)CCCc1c[nH]c2ccccc12	13	0	-0.13	2	4	nt	-3	-7	1
CCCCNC(=O)OC(C)CNC(=O)OC (stereo not given)	-4	5	0.12	-1	3	2	-3	-4	-1
O=C(Cn1nnc(-c2ccccc2NC(=O)c2ccco2)n1)NC1CCCCC1	-12	3	0.62	10	-7	6	-18	5	4
Cc1ccc2c(N)c(C)ccc2c1	1	-5	-1.1	-2	5	7	-13	-6	-5
COCCN(C(=O)CNC(=O)c1ccco1)C(C(=O)NC1CCCC1)c1cccs1 (stereo not given)	3	-5	-0.1	2	-4	0	-3	1	-1
CCCOc1ccc(C(CC(=O)O)NC(=O)c2cccs2)cc1 (stereo not given)	12	2	2.1	6	3	-3	-13	-2	-2
CCOc1ccccc1N(C(=O)c1snc(C(N)=O)c1N)C(C(=O)NCCC(C)C)c1ccco1 (stereo not given)	-20	-5	-1.4	-2	7	15	-4	-6	7
O=C(Oc1c(Cl)cc(Cl)c2cccnc12)N1CCCCC1	-22	-6	-0.07	7	0	-25	-2	-4	1
O=C(NCc1cccc(Cl)c1)c1cnn2c1NC(c1ccco1)CC2C(F)(F)F (stereo not given)	-12	-4	-0.24	21	1	nt	2	0	-1
CCOP(=O)(OCC)c1nc(-c2ccc(C)cc2)oc1N1CCOCC1	-23	8	0.32	5	3	1	-5	-5	6
COc1ccc(Nc2nnc(-c3ccc(N4CCOCC4)c([N+](=O)[O-])c3)c3ccccc23)cc1	-10	-3	-0.16	0	8	-7	0	-5	1
O=C(CSc1ncccc1C(=O)O)c1ccccc1	-10	-7	-0.35	7	2	0	1	-4	-7
COc1ccc2c3c(cccc13)N(C)N=C2C	28	1	-0.38	19	-2	1	42	5	34*
COc1ccc2nc(NC(=O)CCN3C(=O)c4ccccc4C3=O)sc2c1	-11	0	0.97	-4	-4	22	-16	8	8
COc1ccc(CC2NCCC3(O)CCCCC23)cc1 (stereo not given)	39*	-3	0.79	3	0	-15	-16	-1	-1
Cc1ccc(SCCNC(=O)C(C)C)cc1	13	10	1.5	-2	4	-16	0	-8	-7
COC(=O)c1ccc(C(=O)OC)c(NC(=O)COC(=O)C2CCCCC2)c1	-15	2	0.85	11	5	-34	-11	-3	3
O=C(c1cc(S(=O)(=O)N2CCCCC2)c(Cl)cc1N1CCOCC1)N1CCOCC1	-8	7	0.44	2	-6	16	-6	6	-2
CCc1nc2c(nnn2Cc2ccc(F)cc2)c(=O)[nH]1	15	2	-0.32	3	-4	-9	-2	4	0
CCOC(=O)CN1C(=O)S/C(=C/c2ccc(N3CCCCC3)o2)C1=O	-122	-1	-0.71	112*[fluorescence artefact?]	16	12	-29	-11	4
SMILES	Plk1 PBD FP	EphB4 ephrin blk	PTK2B oligo ant	Rev-RRE block	PTPN22 inh 2	F-actin modifier	PLK1 kinase inh	PTPN22 act	FAK inh
N#Cc1c(NC(=S)NC(=O)Cc2cccs2)sc2c1CCCCC2	40	-1	-0.91	7	15	-15	-6	-10	1
Cc1ccc2c(c1)c1c3n2CC(=C2C(=O)OC(C)(C)OC2=O)NC3CCC1 (stereo not given)	6	1	-2	11	13	21	11	-9	0
O=C(CCC(=O)N1CCCC1)Nc1nnc(C2CCCCC2)s1	-9	4	0.08	-1	14	-8	3	-15	-7
CC(=O)Nc1cc(C(N)=O)c(Cl)cc1Cl	11	3	1.9	7	5	8	-10	-5	4
COc1ccccc1OCC(=O)Nc1nc(-c2ccc(S(=O)(=O)N3CCOCC3)cc2)cs1	7	3	-1.2	-3	18	-14	-15	-21	0
Cc1cc(NC(=O)CSc2nnc(C3CC3)n2N)no1	-19	-4	1.8	1	-4	0	-19	1	0
COc1ccc(-c2nc(CC(=O)O)cs2)cc1OC	25	1	nt	7	-3	6	-6	2	0
Cc1ccc(C(c2nnnn2C2CCCCC2)N(C)C2CCCCC2)cc1 (stereo not given)	2	-1	-1.3	8	10	-11	-6	-8	2
CCC(OC(=O)CC1Sc2ccccc2NC1=O)C(=O)NCC1CCCO1 (stereo not given)	22	-2	0.94	1	-2	30	-3	1	2
Cc1ccc(C(=O)N(CC(=O)NC2CCCC2)Cc2cccs2)s1	-22	2	-0.26	1	4	-2	-5	-3	-5
CN(C)c1ncnc2c1ncn2C1OC(CO)C(O)C1O (stereo not given)	-12	10	2.3	9	8	nt	-1	-7	0
CCOc1cc(C(=O)Nc2ccc3c(c2)OCO3)ccc1OCCOc1ccccc1Cl	0	3	1.5	5	1	-11	-8	-4	1
O=C(O)C1CCCCC1C(=O)Nc1nccs1 (stereo not given)	27	-8	-0.5	3	-14	-6	-6	11	0
CCN(CC)C(=O)C1CCN(c2ncnc3c2cnn3-c2ccc(C)cc2C)CC1	-8	-7	0.28	4	-2	nt	-3	-1	1
CCCCCC(=O)N1CCN(CCN=CC2=C(O)CC(c3cccs3)CC2=O)CC1 (stereo not given)	-8	2	-0.2	8	-12	-2	-8	12	-1
O=C(NCc1ccccc1)C(c1ccc(F)cc1)N(Cc1ccco1)C(=O)c1ccccn1 (stereo not given)	-4	2	-0.69	4	1	12	6	-1	-6
COC(=O)CSc1ccc2nnc(-c3ccc(OC)c(OC)c3)n2n1	4	-2	nt	2	-3	3	-21	1	3
COc1ccc(C(=O)N2CCCC(c3ccccc3)C2)cc1 (stereo not given)	-7	-4	-0.03	3	9	-16	-2	-10	17
CN(Cc1nc2ccccc2n1C)C(=O)c1cccs1	-24	-8	0.25	6	9	-12	-5	-6	-2
O=C(NC1CCCC1)C1CCN(c2nccs2)CC1	11	-6	1	7	1	-8	-5	-2	0
COc1ccc(-c2ccc(-c3noc(-c4ccccc4)n3)c(OC)n2)cc1	1	-5	-0.21	12	7	-14	-55	-4	-9
CCN1CCN(CC(=O)Nc2cccc(C)c2)C(=O)C1=O	21	1	nt	3	4	4	-8	-6	-2
Cn1cc([N+](=O)[O-])c(C(=O)N/N=C/c2ccccc2)n1	4	-8	0.5	5	4	-27	-5	1	-1
CCOC(=O)CSc1nncc2ccc(OC)c(OC)c12	-3	-1	-0.08	5	-7	48	-8	7	-2
O=C(/C=C/NNC(=O)c1ccccc1)c1ccccc1	-2	-5	-0.68	3	6	1	-14	-5	-1

3 of the compounds above, with two lines to a compound.
Screens in order – Plk1 PBD FP, EphB4 ephrin blk, PTK2B oligo ant, Rev-RRE block, PTPN22 inh 2, F-actin modifier, PLK1 kinase inh, PTPN22 act, FAK inh
- CCOC(=O)CN1C(=O)S/C(=C/c2ccc(N3CCCCC3)o2)C1=O
→ -122, -1, -0.71, 112*[fluorescence artefact?], 16, 12, -29, -11, 4
- N#Cc1c(NC(=S)NC(=O)Cc2cccs2)sc2c1CCCCC2
→ 40, -1, -0.91, 7, 15, -15, -6, -10, 1
- Cc1ccc2c(c1)c1c3n2CC(=C2C(=O)OC(C)(C)OC2=O)NC3CCC1 (stereo not given)
→ 6, 1, -2, 11, 13, 21, 11, -9, 0

The results go on.
SMILES	Plk1 PBD FP	EphB4 ephrin blk	PTK2B oligo ant	Rev-RRE block	PTPN22 inh 2	F-actin modifier	PLK1 kinase inh	PTPN22 act	FAK inh
O=C(c1cccc(S(=O)(=O)N2CCCC2)c1)N1CCN(c2ccccc2)CC1	-4	2	-0.28	7	3	4	-15	-4	1
CCOC(=O)c1oc2ccccc2c1CN1CCOCC1	-7	-3	0.04	7	7	11	-9	-7	0
COc1ccc(S(=O)(=O)N2CCC(C(=O)N3CCN(c4ccccc4OC)CC3)CC2)cc1	-10	-7	-1.7	-4	-17	9	-10	14	-3
Cc1ccccc1NC(=O)Nc1ccccc1C(=O)NCc1ccccc1	-10	1	-0.41	1	12	12	-12	-10	8
Cc1ccc(Nc2cc(C)nc3nnnn23)cc1	-16	3	0.3	8	0	2	-5	-1	-4
Cc1cc(C)n2nc(C(=O)NCc3ccco3)nc2n1	-13	3	1.1	8	-12	20	-18	12	-2
CCC(=O)Nc1ccc(C(=O)c2ccccc2)cc1	1	-4	-1.6	1	9	16	-5	-11	-2
Cn1c(=O)c(-c2ccccc2N)nc2ccccc21	10	0	-0.63	3	-6	-23	-11	10	1
O=C(CSc1ccc(-c2nc3ccccc3[nH]2)cn1)N1CCN(C(=O)c2ccco2)CC1	-24	-7	-0.64	8	-2	1	-15	-1	-1
CCCCc1nc2sc3c(c2c(=O)[nH]1)CCC3	-24	-6	-1.1	-1	-16	-32	-9	13	3
COC(=O)c1ccc(Cn2cc(Cl)cn2)cc1	-17	-2	-0.38	2	8	-1	-6	-10	4
Cc1nc(CC(=O)c2c(C)cc(O)cc2O)cs1	34	-1	-0.43	7	0	28	-12	-3	5
Cc1ccc(S(=O)(=O)Nc2ccc(-c3nnc(SCC#N)n3C)cc2)cc1	-14	-6	0.11	2	6	-7	-12	-6	-17
O=C(CCN1CCN(c2ccc(Cl)cc2)CC1)Nc1nccs1	1	-3	1.7	3	15	-1	62*	-15	-2
Cc1ccccc1C1CC(c2ccc(F)cc2)Nc2nc(N)nn21 (stereo not given)	15	-6	nt	1	-10	15	70*	8	-1
CCN(CC)S(=O)(=O)c1ccc(C(=O)Nc2cc(C)cc(C)c2)cc1	17	-8	-0.7	5	-9	14	-14	5	2
COc1ccc(C2CC(C(F)(F)F)n3nc(C(=O)NCCCn4ccnc4)cc3N2)cc1OC (stereo not given)	-17	-3	-0.02	2	-14	10	-13	11	0
Cc1ccc(C)c(N2CCN(Cc3nnnn3C3CCCCC3)CC2)c1	-25	3	-0.43	9	8	-1	-2	-5	2
c1ccc(COn2nnc3ccccc32)c(COn2nnc3ccccc32)c1	-10	3	-1.9	10	-9	1	-11	3	1
CC(=O)CC(C)(C)n1nnc(-c2ccccc2)n1	-3	-8	1.7	-1	5	-30	-19	-7	-3
CCOc1cc(C)ccc1OCc1nnc(SCC(=O)c2cccc([N+](=O)[O-])c2)n1CC	4	-7	-0.36	3	10	8	-8	-8	-4
COc1ccccc1NC(=S)Nc1cccc(F)c1	6	5	0.46	6	nt	nt	-9	nt	1
CCN1/C(=C2/OC(=S)N(C)C2=O)Sc2ccccc21	2	-1	0.28	0	-2	-8	-18	1	-5
Cc1ccc2cc(CN(C(=O)c3ccco3)c3ccccc3)c(=O)[nH]c2c1	-13	-6	-0.77	4	-1	-1	-12	-1	5
COc1ccc(C2OC34CCCCC3C(C#N)(C#N)C2(C#N)C(=N)O4)cc1 (stereo not given)	13	1	0.55	33	18	8	-5	-15	0
CCCn1c(=O)c2c(nc(Br)n2CCC)n(C)c1=O	23	-1	1.5	2	8	34	-4	-10	4
Cc1nonc1NC(=O)CSc1ccc(-c2ccccc2)nn1	-21	13	1.3	5	7	-36	-8	-8	3
CSc1ccc(S(=O)(=O)Nc2cccc(F)c2)cc1	-8	1	nt	1	-3	3	-3	3	0
Cc1ccc(S(=O)(=O)NCC2CCC(C(=O)NCc3ccc4c(c3)OCO4)CC2)cc1 (stereo not given)	24	-2	0.82	3	-30	6	3	30	-2
COc1ccc2c(C(=O)CN3CCN(CCO)CC3)c[nH]c2c1	23	-3	0.18	12	-8	-2	-3	5	-2
